PostGolgi ctrl: growth inhibition of yeast control strain, primary screen, counter-screen for post-Golgi transport modulator project; efflux-deficient yeast background strain, growth absorbance A615, 16 h; inhibition, % at 10 µM; actives 5% (n = 98,000)
LYP act: LYP phosphatase activators, primary screen, biochemical, DiFMUP fluorescence, 2 µM | Tyrosine-protein phosphatase non-receptor type 22 (Homo sapiens), Q9Y2R2 | recombinant LYP; 0 = plate median, 100 = signal doubled | activation, % at 2 µM | actives 0.11% (n = 96,000);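 active = activation at 2 µM above a set limit, the mean plus 5 SD, cut at about 37% in these data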
LYP inh 2: PTPN22 phosphatase inhibitors, primary screen, biochemical, DiFMUP fluorescence, 2 µM; Tyrosine-protein phosphatase non-receptor type 22 (Homo sapiens), Q9Y2R2; recombinant LYP catalytic domain; inhibition, % at 2 µM; actives 0.21% (n = 96,000);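 active = inhibition at 2 µM at or above a set limit, the screen mean plus 3 SD, cut at about 24% in these data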;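 also: 0% = DMSO with enzyme and 100% = enzyme fully blocked by orthovanadate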
CYP2C9 act: human CYP2C9 activators, primary screen, biochemical, luminescence; actives 1.4% (n = 96,000); activation factor at 5 µM; Cytochrome P450 2C9 (Homo sapiens), P11712; recombinant CYP2C9, luciferin-H conversion; hits give high values; factor 1 = untreated enzyme, 0 = blocked; AID 1024, 2008;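 active = activation factor of 2 or more for CYP2C9 at a 5 µM dose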;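 also: 0 = sulfaphenazole-blocked wells and 1 = vehicle-only wells; values of inactives mirror those of a sister screen read the other way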
Target sequence (P11712 whole entry, looked up): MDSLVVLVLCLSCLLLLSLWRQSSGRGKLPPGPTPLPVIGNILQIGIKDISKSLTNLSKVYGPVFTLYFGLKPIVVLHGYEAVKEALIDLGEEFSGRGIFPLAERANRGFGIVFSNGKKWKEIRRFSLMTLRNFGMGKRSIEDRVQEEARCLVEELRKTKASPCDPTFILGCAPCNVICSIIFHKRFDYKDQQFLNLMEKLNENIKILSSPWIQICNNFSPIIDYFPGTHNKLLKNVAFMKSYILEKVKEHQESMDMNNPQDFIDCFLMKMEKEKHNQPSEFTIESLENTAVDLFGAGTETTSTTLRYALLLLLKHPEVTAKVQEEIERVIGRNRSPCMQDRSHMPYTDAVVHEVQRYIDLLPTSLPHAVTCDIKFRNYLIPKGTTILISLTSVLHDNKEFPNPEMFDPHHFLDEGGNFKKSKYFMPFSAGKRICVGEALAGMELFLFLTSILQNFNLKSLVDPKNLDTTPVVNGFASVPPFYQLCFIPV
PTK2B oligo ant: antagonists of Pyk2 self-association, primary screen, Q293 cells, FERM NanoBiT luminescence, HTS; hits give low values; AID 1347419, 2020; z-score (the deposit names both 25 µM and 10 µM); actives 0.83% (n = 99,000);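 active = Z-score of -3 or lower, scaled per plate to the spread of control and sample wells; inactive = z-score above -3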;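 also: negative z-score means lost luminescence so less FERM oligomerization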
CYP2C9 inhib: blockers of cytochrome P450 2C9 activity – biochemical, luminescence, ADME assay, primary screen; P11712; CYP2C9 Supersomes, luciferin-H conversion; inhibition, % at 5 µM; actives 20% (n = 96,000); AID 777, 2007;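 active = blocking of liver enzyme CYP2C9 beyond about 50% at 5 µM, limit read from the data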; also: values of inactives mirror those of a sister screen read the other way
PostGolgi yeast: phenotypic screen on post-Golgi transport, primary screen; post-Golgi transport phenotypic cell assay; inhibition, % at 10 µM; actives 0.9% (n = 98,000);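 also: yeast cells grown in 1536-well plates; yeast grown about 18 h at 30C before absorbance read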
DAT uptake mod: changed hDAT dopamine uptake under cocaine IC80, either direction, primary screen, cocaine antagonist project, cell-based, LLC-PK1 hDAT, [14C]-dopamine uptake, MLSMR; actives 1.3% (n = 110,000); LLC-PK1 hDAT cells, [14C]-dopamine uptake with cocaine IC80; actives deviate in either direction; B-score at 10 µM; AID 449768, 2010; Sodium-dependent dopamine transporter (Homo sapiens), Q01959;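 active = Z score or B-score, a plate-position-corrected score, falls beyond the plate's 99.7% confidence bounds, in either direction; inactive = both scores lie inside the 99.7% bounds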;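 also: scored against the spread of the other compound wells on the same plate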
E coli WT exp: growth inhibitors of wild-type E. coli, primary screen, strain BW25113, expanded library, OD600. AID 710, 2007. actives 0.15% (n = 98,000). OD600 absorbance. growth inhibition, % at 100 µM;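 active = growth inhibition above about 50% at one test dose, limit read from the data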;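 also: growth measured after 20 h incubation at 37 °C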
Active calls of the source: *; . = no result given. Rule as the data show it, unless noted: active = inhibition above about 30%; inactive = the rest.

Values in the order: PostGolgi ctrl	LYP act	LYP inh 2	CYP2C9 act	PTK2B oligo ant	CYP2C9 inhib	PostGolgi yeast	DAT uptake mod	E coli WT exp
- CC(C)(C)Oc1ncc(Br)c(OC(C)(C)C)n1
    25	26	-27	1.2	1	-17	-11	-0.054	2
- O=C(Nc1nnc(COc2ccc(Cl)cc2)s1)c1cccs1
    2	26	-27	0.5	-0.19	55*	-1	-0.53	-14
- COC(=O)C(C#N)c1nc2ccccc2nc1N1CCCC1 (centres undefined)
    1	.	.	0.6	-0.23	40	12	-0.38	-3
- CCOc1ccc(NC(=O)c2cccc3c2C(=O)N(CCOC)C3)cc1
    31*	-2	2	0.3	-1.8	72*	3	-0.0044	-10
- CCOC(=O)c1cnc2ccc(C)cc2c1Nc1ccc(N2CCOCC2)cc1
    16	-13	17	0.2	-3*	81*	11	1.4	5
- O=C(c1ccc2c(c1)OCO2)N1CCOCC1
    .	0	-6	.	0.12	.	.	-0.84	.
- Cc1ccc(S(=O)(=O)N(C)CC(=O)O/N=C(\N)c2ccccn2)cc1
    21	0	5	1.1	-0.22	-8	-2	-0.095	-6
- CCC(CC)c1nnc(NC(=O)CS(=O)(=O)Cc2ccccc2)s1
    .	-8	7	.	-0.49	.	.	0.8	.
- COc1ccc(C(=O)Nc2ccc(-c3ccc(C)o3)cc2)cc1S(=O)(=O)N1CCOCC1
    -7	-5	2	0.6	-2.4	35	-6	0.19	-14
- COc1ccc(CCNC(=O)C2CCCN(Cc3nc(-c4ccccc4C)oc3C)C2)cc1OC (centres undefined)
    -4	1	-3	0.7	-0.08	33	8	.	9
- C=CCn1c(=N)n(CC(=O)OCC)c2ccccc21
    5	12	-12	1	0.36	5	1	.	-5
- Cn1cc(C(CC(=O)O)C(=O)O)c2ccccc21 (centres undefined)
    1	5	-2	0.9	0.18	9	19	-1.5	8
- CC(C)(O)C#Cc1ccc(C(=O)N2CCCC2C(=O)O)s1 (centres undefined)
    4	-4	3	1.1	-0.68	-8	-6	-0.41	-3
- CCOC(=O)c1oc2nc(C(C)C)c3c(c2c1N)CCC3
    10	4	-7	0.8	0.07	16	-3	-0.0065	-2
- O=C(Cn1ncc2c1-c1ccccc1OC2)N(Cc1ccco1)C1CCCCC1
    32*	-3	0	0.6	.	36	1	-0.23	6
- CN(C)CCOC(C1CCCCC1)C1CCCCC1
    4	-9	12	0.9	-0.76	5	11	-2	7
- COc1cc(OC)c(OC)cc1CNCCNC(=O)c1nonc1N
    -3	-4	3	1	0.78	-3	3	-0.048	-17
- COc1cccc(C2N(c3cccc(Cl)c3)C(=O)C3CCCN32)c1OC (centres undefined)
    5	-2	-2	0.3	.	70*	4	-0.98	3
- O=C(NCC(=O)N1CCCC1C(=O)O)OC1CCCCC1 (centres undefined)
    -5	-2	1	0.9	0.28	12	4	-0.38	-2
- Cc1ccccc1N1C(=O)c2cccc3c(N(C)CCO)ccc(c23)C1=O
    11	-2	-1	0.9	-2	15	-2	-0.086	5
- O=C(COc1ccc(-n2cnnn2)cc1)NC1CCCCC1
    .	.	.	0.7	-0.63	26	.	1.6	.
- CCN1CCN(C(=S)c2ccc(Cl)cc2)CC1
    6	-12	13	0.7	0.26	29	5	-0.76	1
- CC1CCN(S(=O)(=O)c2ccc(C(=O)OCc3ccc4c(c3)OCO4)cc2)CC1
    0	-8	11	0.6	0.77	36	-9	-1.1	-6
- Cc1ccc(N2C(=O)C3N=NN(CC(=O)N4N=C(c5cccc6ccccc56)CC4c4ccccc4)C3C2=O)cc1 (centres undefined)
    .	-8	10	.	0.03	.	.	0.42	.
- COC(=O)c1cc(NC(=O)Cc2ccccc2[N+](=O)[O-])cc(C(=O)OC)c1
    5	16	-9	0.2	-1.1	79*	-5	0.24	0
- Cc1cc(C(=O)Nn2cnnc2)cs1
    6	-1	0	1	1.4	-2	3	-0.11	-1
- Cc1ccc2nc(-c3ccccc3)cc(C(=O)NCCCn3ccnc3)c2c1
    -9	-7	10	0	-0.28	98*	-4	0.34	0
- c1coc(-c2nnc3sc(C4CCCCC4)nn23)c1
    6	.	.	1	0.11	4	2	-0.15	-5
- O=C(c1cnc2sccn2c1=O)N(Cc1ccccc1)c1ccccn1
    -4	.	.	0.5	.	50*	4	0.28	6
- CCOC(=O)c1ccc(NC(=O)CNS(=O)(=O)c2ccccc2)cc1
    .	-5	6	.	0.9	.	.	0.45	.
- CS(=O)(=O)c1ccc2nc(NC(NC(=O)c3ccco3)(C(F)(F)F)C(F)(F)F)sc2c1
    11	.	.	0	0.51	99*	3	.	-8
- CCc1nc(N2CCC(C)CC2)c2oc3ccccc3c2n1
    26	-1	4	1	-0.4	-2	-5	1.6	2
- NS(=O)(=O)c1ccc(CCNC(=O)NC2(C(F)(F)F)Oc3ccccc3O2)cc1
    2	7	-1	.	1.2	.	2	-6.7*	-3
- CCNC(=O)CSc1nnc(-c2ccccc2)n1-c1ccc(OCC)cc1
    -4	10	-8	0.4	0.04	60*	12	1.5	-1
- Cc1cc(C)n(C(=O)c2ccc(C)c(S(=O)(=O)N3CCOCC3)c2)n1
    11	.	.	0.3	0.86	66*	2	-0.28	5
- CC(C)CCNC(=O)C12CN(Cc3ccccc3)CC1C(c1ccc([N+](=O)[O-])cc1)=NO2 (centres undefined)
    17	-7	5	0.8	.	15	-1	0.17	-7
- COc1ccc(CN(CC(=O)NC2CCCC2)C(=O)c2onc(C(N)=O)c2N)cc1
    -4	-6	5	1	0.16	4	-8	0.83	5
- O=C(c1sc2ccccc2c1Cl)N(Cc1ccccc1Cl)C1CCS(=O)(=O)C1 (centres undefined)
    31*	-5	8	0.2	-1.7	85*	6	1.6	-10
- CC1(C)C(C#N)=C(N)OC2=C1C(=O)CCC2
    1	4	-7	0.6	0.44	40	-3	-0.26	4
- CCOC(=O)N1CCC(NC(=O)C2CCN(c3nc(-c4ccc(OC)cc4)no3)CC2)CC1
    4	-5	8	0.8	0.91	25	12	.	-9
- CC(=O)c1ccc(NC(=O)C2CCC(C)NC2=O)cc1 (centres undefined)
    17	6	-4	1.1	0.78	-7	0	-0.1	4
- CCCc1cc(=O)[nH]c(SCc2ccc(C#N)cc2)n1
    -7	-6	6	0.4	1.3	60*	-6	0.88	5
- COc1cccc(N(C(=O)c2ccn[nH]2)C2(C(=O)Nc3c(C)cccc3C)CCCCC2)c1
    19	-6	9	.	-2.1	.	8	0.61	-7
- Cc1cc(Oc2ccccc2)nc(-c2ccccc2O)n1
    4	-6	5	1	-0.01	1	-5	-0.061	-12
- CCc1ccc(NC(=O)Nc2cccs2)cc1
    12	5	-8	0.6	0.22	44	4	-0.021	11
- COc1cc(C2C(C(=O)OC(C)C)=C(C)Nc3ncnn32)cc(OC)c1OC (centres undefined)
    21	.	.	0.2	.	78*	-5	0.71	-6
- Cn1c(Cc2cccs2)nnc1SC/C=C/c1ccccc1
    52*	1	-5	.	2.4	.	-2	0.55	-1
- Cc1ccc(C(C(=O)NC2CCCC2)N(C(=O)CNC(=O)c2cccs2)c2cccnc2)o1 (centres undefined)
    .	-3	3	.	-0.6	.	.	-0.23	.
- CC1CCN(C(=O)CSc2nnc(-c3ccc(S(=O)(=O)N4CCOCC4)cc3)n2C)CC1
    -9	-6	10	.	-0.38	.	-4	0.12	-14
- CS(=O)(=O)N(Cc1ccccc1)c1ccc(C(=O)NCc2cccnc2)cc1
    -1	-5	7	0.1	0.2	91*	6	-0.035	2
- CCC(C)NC(=O)c1ccc(CSCc2cccc(F)c2)o1 (centres undefined)
    15	3	-3	0.6	-0.55	38	1	0.92	-4
- N#Cc1ccccc1CN1C(=O)S/C(=C/c2cccn2-c2ccc(C(=O)O)cc2)C1=O
    17	-16	13	0.8	-3.2*	22	-1	0.23	-3
- Cc1cc(C(C)(C)C)ccc1OCCN1CCCC1
    29	-4	3	1	0.93	3	67*	-1.4	9
- CCN1C=C(Cc2cccs2)C2=C(C1)C(c1cccs1)C(C#N)=C(N)O2 (centres undefined)
    13	-4	2	0.4	-0.07	56*	6	0.28	-1
- Cn1cccc1CC(=O)N/N=C\c1c2ccccc2cc2ccccc12
    25	-3	8	0.7	-0.07	30	-5	0.14	-10
- COc1ccc(-c2nnc(SCC(=O)c3cc(C)n(Cc4cccs4)c3C)o2)cc1
    -9	0	3	0.2	0.66	78*	-2	-0.87	-9
- Cc1ccc(N=CC2=C(O)CC(C)(C)CC2=O)nc1
    5	-12	13	0.6	0.59	45	-5	-0.41	0
- CCNC(=O)CN1C(=O)NC(CCc2ccccc2)C1=O (centres undefined)
    7	5	-2	1	-0.62	-1	7	-0.11	2
- CCCCOc1ccccc1C(=O)NCCCC(=O)O
    -2	0	0	0.6	-0.62	38	4	-0.016	8
- Cc1ccc(N(CCCCN2C(=O)c3ccccc3C2=O)C(=O)c2cccc([N+](=O)[O-])c2)cc1
    15	-2	7	0.4	-1	61*	4	-0.36	-28
- CN(C)CCN1C(=O)C(O)=C(C(=O)c2ccco2)C1c1ccccc1F (centres undefined)
    4	-10	10	1	-0.35	1	-7	0.034	-2
- CCc1nnc(NC(=O)CN2CCOCC2)s1
    6	-6	4	1.2	0.43	-20	-2	-0.69	2
- Cc1ccc2[nH]c(=O)c(-c3nc4c(C)cccn4c3NCc3ccco3)cc2c1
    24	-10	9	0.9	0.28	13	-10	1.1	-2

As a working copy, some entries already given.
Values in the order: PostGolgi ctrl	LYP act	LYP inh 2	CYP2C9 act	PTK2B oligo ant	CYP2C9 inhib	PostGolgi yeast	DAT uptake mod	E coli WT exp
- CC1CCN(S(=O)(=O)c2ccc(C(=O)OCc3ccc4c(c3)OCO4)cc2)CC1
    0	-8	11	0.6	0.77	36	-9	-1.1	-6
- Cc1ccc(N2C(=O)C3N=NN(CC(=O)N4N=C(c5cccc6ccccc56)CC4c4ccccc4)C3C2=O)cc1 (centres undefined)
    .	-8	10	.	0.03	.	.	0.42	.
- COC(=O)c1cc(NC(=O)Cc2ccccc2[N+](=O)[O-])cc(C(=O)OC)c1
    5	16	-9	0.2	-1.1	79*	-5	0.24	0
- Cc1cc(C(=O)Nn2cnnc2)cs1
    6	-1	0	1	1.4	-2	3	-0.11	-1
- Cc1ccc2nc(-c3ccccc3)cc(C(=O)NCCCn3ccnc3)c2c1
    -9	-7	10	0	-0.28	98*	-4	0.34	0
- c1coc(-c2nnc3sc(C4CCCCC4)nn23)c1
    6	.	.	1	0.11	4	2	-0.15	-5

Some of these compounds in order of their number in LYP act, lowest first.
smiles	LYP act	LYP inh 2	CYP2C9 act	PTK2B oligo ant	CYP2C9 inhib	PostGolgi yeast	DAT uptake mod
COc1cccc(N(C(=O)c2ccn[nH]2)C2(C(=O)Nc3c(C)cccc3C)CCCCC2)c1	-6	9	.	-2.1	.	8	0.61
Cc1ccc(N(CCCCN2C(=O)c3ccccc3C2=O)C(=O)c2cccc([N+](=O)[O-])c2)cc1	-2	7	0.4	-1	61*	4	-0.36
CCC(C)NC(=O)c1ccc(CSCc2cccc(F)c2)o1 (centres undefined)	3	-3	0.6	-0.55	38	1	0.92

From PubChem BioAssay

Hits appear at their usual frequency. About 24% of those tested had a hit in this group.
